TROY signal inh: inhibitors of TROY-driven NF-kB signaling, primary screen, Q293 LMP1-TROYcd cells, NF-kB luciferase, uHTS; Q293 LMP1-TROYcd NF-kB luciferase reporter, 4 h; inhibition, % at 10 µM; actives 0.98% (n = 360,000); AID 1347056, 2019;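 active means compounds whose plate-normalised and pattern-corrected inhibition of the luciferase reporter signal at the single screening dose is 50% or more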
Peg3 promoter: Peg3 promoter-driven luciferase inhibitors, primary screen, cell-based, HeLa, luciferase luminescence | HeLa PEG-Prom luciferase reporter, overnight | inhibition, % at 20 µM | actives 1.7% (n = 360,000) | AID 588405, 2011;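 active means inhibition of at least 50% at 20 µM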
NR2E3 ag-1: inhibitors of NR2E3-RetCOR corepressor binding, primary screen, NR2E3 agonist project, biochemical, TR-FRET, GST-NR2E3, biotin-RetCOR; 1536-well; inhibition of corepressor binding, % at 4.78 µM; actives 0.12% (n = 320,000); AID 2300, 2010;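 active means percent inhibition above the cutoff of mean plus 3 SD of all tested compounds, set per screening campaign, cut at about 20% in these data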;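 further: 0% = DMSO wells and 100% = biotin wells as full block of FRET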
Target sequence (Q9Y5X4 whole entry, looked up): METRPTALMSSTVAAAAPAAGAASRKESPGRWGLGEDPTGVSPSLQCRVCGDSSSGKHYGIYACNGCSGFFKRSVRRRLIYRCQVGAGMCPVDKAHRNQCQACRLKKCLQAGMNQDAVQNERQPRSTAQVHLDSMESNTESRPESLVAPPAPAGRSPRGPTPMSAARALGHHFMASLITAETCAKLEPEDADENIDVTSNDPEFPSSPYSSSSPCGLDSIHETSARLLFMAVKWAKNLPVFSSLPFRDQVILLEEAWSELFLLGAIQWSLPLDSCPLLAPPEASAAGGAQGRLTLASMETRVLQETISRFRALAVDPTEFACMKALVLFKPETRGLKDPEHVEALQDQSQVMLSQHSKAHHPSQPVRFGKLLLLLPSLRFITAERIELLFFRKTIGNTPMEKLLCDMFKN
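Test system – NR2E3–RetCOR corepressor complex · Quantity – NR2E3 fusion 1.35 nM · Buffer or medium – Tris pH 7.5 · Incubation – Compound–protein incubation for 5 h at 4 °C · Technique – TR-FRET, Eu(K)-anti-GST donor, streptavidin-D2 acceptor, ex 340, em 617/671 nm · Evaluation – percent inhibition of 671/617 nm emission ratio versus biotin and DMSO controls · Plate – 1536-well format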
CF NFkB inh: inhibitors of PAF-induced NF-kB signaling, primary screen, cell-based, GFP fluorescence, uHTS. KKLEB NF-kB-GFP reporter, GFP fluorescence overnight. inhibition, % at 5 µM. actives 0.86% (n = 360,000);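 active means at least 50% inhibition at 5 µM, scaled per plate between neutral and stimulator controls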;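 further: PAF is a Pseudomonas aeruginosa culture filtrate used as stimulus; plate controls were PAF-stimulated DMSO wells for no effect and unstimulated DMSO wells for full effect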
NR2E3 ag-2: NR2E3 agonists in two-hybrid cells, primary screen, cell-based, luminescence, CHO-S, Gal4-NCOR/VP16-NR2E3 | Photoreceptor-specific nuclear receptor (Homo sapiens), Q9Y5X4 | luciferase | inhibition of corepressor binding, % at 3.98 µM | actives 0.35% (n = 360,000) | AID 602229, 2012;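 active means inhibition above the mean of all tested compounds plus 3 SD, cut at about 70% in these data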;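 further: 0% = DMSO with NR2E3 transfected cells and 100% = cells lacking NR2E3 construct; higher means lower luciferase signal from less NR2E3 corepressor binding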
Shn3 inh set2: reduction of Shn3 3'UTR firefly luciferase signal, primary screen, Schnurri-3 inhibitor project, cell-based, Clone20 osteoblasts, set 2. actives 0.52% (n = 360,000). Clone20 osteoblast Shn3 3'UTR firefly luciferase, 24 h. inhibition, % at 12.5 µM;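 active means mean inhibition of at least 75% with every replicate also reaching 75%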;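 further: 0% = median of neutral control wells and 100% = pilot-screen positive control compound; some compounds past the cut are filed as inactive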
KKLEB tox: cytotoxicity in KKLEB CF airway cells, primary screen, cytotoxicity control for CF NF-kB inhibitor project, cell-based, uHTS, fluorescence assay plates; KKLEB CF airway cells viability, ATPlite luminescence, overnight; active compounds read low; cells stimulated with P. aeruginosa culture filtrate; actives 0.36% (n = 360,000); AID 602141, 2011; activity change (cytotoxicity), % at 5 µM;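 active means corrected activity change at or below -50% at 5 µM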
C8 TRAIL sens: viability loss with TRAIL in NB7+C8 cells, primary screen, TRAIL sensitizer project, cell-based, ATPlite luminescence; inhibition (viability loss, TRAIL sensitization), % at 10 µM; actives 1% (n = 360,000); AID 624354, 2012;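 active means compounds causing at least 50% loss of cell viability in the single-dose screen, relative to plate controls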
HIF-2a block: HIF-2a reporter inhibitors, primary screen, luminescence, 786-0 RCC cells. 786-0 RCC cells HIF-2a reporter, luciferase luminescence, overnight. inhibition, % at 18.8 µM. actives 0.72% (n = 360,000);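 active means inhibition of the luminescence signal of 40% or more relative to plate controls, in a single-dose primary screen at 18.75 µM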
TWEAK Fn14 block: inhibitors of TWEAK-Fn14 signaling, primary screen, luciferase reporter cells, uHTS; inhibition, % at 10 µM; TWEAK-stimulated Fn14 reporter cells, luciferase luminescence, 8 h; AID 1159606, 2016; actives 2% (n = 360,000); in the data active means inhibition above about 50%
TRPM1 prom inh: inhibitors of MITF-dependent TRPM1 promoter reporter, primary screen, cell-based, SK-MEL-5, single point, luciferase | SK-MEL-5 TRPM1 promoter luciferase, 24 h | inhibition, % at 12.5 µM | actives 0.83% (n = 330,000);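 active means mean inhibition across replicates of 60% or more, whatever share of single replicates reaches that level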; further: values of inactives mirror those of a sister screen read the other way
Active calls of the source: *; . = no result given. Some of the compounds tested; rates above refer to the full screens.

SMILES	TROY signal inh	Peg3 promoter	NR2E3 ag-1	CF NFkB inh	NR2E3 ag-2	Shn3 inh set2	KKLEB tox	C8 TRAIL sens	HIF-2a block	TWEAK Fn14 block	TRPM1 prom inh
O=C(O)c1cn(-c2ccc(F)cc2)c2cc(N3CCNCC3)c(F)cc2c1=O	0	-17	.	-4	-42	2	-17	-8	5	2	-7
COc1ccc(Cl)cc1NC(=O)CN(C)C(=O)/C=C/c1ccco1	4	5	.	-10	-4	-9	14	0	0	6	4
CC1=NN(c2nc(-c3ccc(C)cc3)cs2)C(=O)C1N=Nc1ccccc1O (stereo not drawn)	0	18	2	-14	-43	92*	14	42	-32	62*	69*
COc1ccccc1C(CNC(=O)c1cc(C)nc2ccccc12)N(C)C (stereo not drawn)	8	15	2	5	21	0	4	7	8	27	4
COc1cc(C=O)c(Br)cc1OCC(=O)NCCc1ccccc1	9	9	5	-1	-14	-2	-4	-1	19	-7	-15
COc1ccc(-n2c(SCC(=O)NCC3CCCO3)nc3ccccc32)cc1 (stereo not drawn)	-14	7	3	-10	-5	19	0	-2	23	22	1
Cn1c(=O)cc(OCC(=O)N2CCCc3ccccc32)c2ccccc21	-26	-8	0	-4	5	-11	9	-7	-11	18	11
COc1ccc(Nc2nnc(SCC(=O)N(CC(C)C)C3CCS(=O)(=O)C3)s2)cc1 (stereo not drawn)	-58	-130	.	-12	-1	-10	-13	42	-126	-10	.
O=C(Nc1ccc(C#Cc2ccccc2)cc1)C1CC1	-24	-245	1	-15	-133	16	4	20	-244	-13	-60
CC(C)NS(=O)(=O)c1ccc(CCC(=O)Nc2ccc3c(c2)OCCO3)cc1	17	3	-3	8	8	-11	9	-18	5	13	5
O=C(Cc1ccc(F)cc1)N1CCC(N2CCC(C(=O)N3CCOCC3)CC2)CC1	-1	6	5	-33	11	-67	6	-9	11	-2	11
CCOc1ccc(C(=O)Nc2cc3c(cc2N2CCCC2)n(CC)c(=O)n3CC)cc1OCC	3	5	2	13	-3	7	-15	7	7	-3	2
C=CC[C@H](CC(=O)NCCO)C(=O)N[C@@H](COC(=O)[C@@H](CC=C)CC(=O)OC(C)(C)C)Cc1c[nH]c2ccccc12	-16	-2	.	-18	-10	-1	6	-13	10	8	-14
Clc1ccc(-n2nnnc2-c2cnc(-c3ccncc3)nc2-c2cccs2)cc1	1	35	0	20	1	14	-19	9	31	14	-1
Cc1csc(NC(=O)CSc2ncn(-c3ccccc3)n2)n1	3	4	-4	14	-29	4	-2	-6	16	11	1
Cc1ccc2nc3c(c(C(=O)O)c2c1)CCC3	-2	-2	5	-8	-10	6	0	-13	9	-14	-13
COc1cc2c(cc1OC)CN(CC(=O)Nc1ccc3c(c1)OC(F)(F)O3)CC2	10	6	-3	8	16	11	-4	16	-8	-22	-23
CC(=O)Nc1ccc(S(=O)(=O)N2CCSC2)cc1	9	4	1	-2	8	6	6	-4	24	-12	5
Nc1ccccc1SCC(=O)Nc1ccc(N2CCOCC2)cc1	12	-34	0	-19	4	18	-1	-11	-31	9	-4
Cc1ccc(C)c(S(=O)(=O)N2CCN(C(=O)C3CCN(C(=O)c4ccc(F)cc4)CC3)CC2)c1	8	19	2	16	0	0	-27	14	16	-12	9
CCOc1ccc(NC(=O)CN(C)C(=O)CCNC(=O)c2ccc(Br)cc2)cc1OCC	-21	-37	-1	11	-25	-17	-2	-14	-23	-12	5
CCCNC(=O)C1CC(=O)N(c2ccc(OCC(=O)Nc3cc(C)cc(C)c3)cc2)C1 (stereo not drawn)	-2	-1	2	-3	1	-4	-8	2	14	-6	.
CCN1CCN(C(=O)C2CCN(C(=O)c3cc4sccc4n3CC)CC2)CC1	10	10	4	15	-3	18	-1	-10	-1	2	.
O=C(COc1ccc(Cl)cc1Cl)NNC(=S)NCc1ccco1	-68	-21	1	7	-40	-35	-4	5	-109	-7	-6
N#CC1=C(N)OC2=C(C(=O)CCC2)C1c1ccsc1 (stereo not drawn)	-16	4	3	1	8	1	1	4	6	18	-5
SMILES	TROY signal inh	Peg3 promoter	NR2E3 ag-1	CF NFkB inh	NR2E3 ag-2	Shn3 inh set2	KKLEB tox	C8 TRAIL sens	HIF-2a block	TWEAK Fn14 block	TRPM1 prom inh
c1coc(-c2ncc[nH]2)c1	3	2	-1	-12	16	4	5	7	15	12	-4
CCN=C1S/C(=C\c2ccc(Sc3ccc(Cl)cc3)o2)C(=O)N1CC	16	9	0	30	18	2	-11	-3	4	-10	-3
CC1CCN(CCCOc2ccc(Cl)cc2Br)CC1	-41	-45	2	-11	-30	-12	-4	10	-74	-16	-19
Nc1ncnc2c1ncn2[C@@H]1O[C@H](CNC(=O)[C@H](N)Cc2cscn2)[C@@H](O)[C@H]1O	0	1	.	4	0	-5	-3	1	-1	8	-14
O=S1(=O)N=C(N=Nc2c(O)[nH]c3ccccc23)c2ccccc21	13	4	0	-6	-17	3	6	0	13	8	2
CCOC(=O)Cc1csc(NC(=O)CSc2nnc(C)n2C)n1	3	4	0	-6	-8	-22	-1	-14	19	0	-7
Cc1ccc(C(=O)N2CCN(c3ccc4c(c3)C3CC4CCN3C(=O)OCc3ccccc3)CC2)cc1 (stereo not drawn)	14	-126	.	18	-61	7	5	-10	-132	19	.
Cc1c(NC(=O)NC(=O)c2ccc(F)cc2)c(=O)n(-c2ccccc2)n1C	0	-5	0	7	2	-6	-6	2	5	8	-2
CCCCNCc1nc2ccccc2c(=O)[nH]1	-6	-10	-1	13	-18	-9	6	2	1	0	4
COC(=O)c1ccccc1NC(=O)Oc1ccc(F)cc1	5	4	3	8	16	11	-9	13	-2	-3	-12
CCOC(=O)c1c(NC(=O)CN2CCOCC2)sc2c1CCCC2=O	7	18	-2	-2	1	-8	-9	-10	2	3	-7
O=C1C(Cc2ccccc2)Nc2ncnc(N3CCN(c4ccccc4)CC3)c2N1Cc1ccc(Cl)cc1 (stereo not drawn)	-2	12	0	8	1	-31	10	-16	-2	3	-3
NC(=O)CC(NC(=O)c1ccccc1)c1ccc(NCCCN2CCCC2=O)c([N+](=O)[O-])c1 (stereo not drawn)	-2	4	0	-6	4	16	2	2	9	4	-9
Cc1ccccc1C(=O)Nc1ccnn1C1CCN(Cc2ccncc2)CC1	-6	9	3	-13	-8	0	9	4	9	-7	15
N#Cc1c([N+](=O)[O-])cc([N+](=O)[O-])cc1S(=O)(=O)Cc1ccccc1	52*	98*	8	82*	10	95*	-62*	43	94*	43	93*
CC(C)(C)C(=O)NCc1ccc(C(=O)CSc2nnc3n2CCCCC3)s1	11	-9	.	-4	1	-11	5	11	-2	-1	.
CCc1nnc(NC(=O)CCC(=O)N2CCN(S(=O)(=O)c3ccc(OC)cc3)CC2)s1	-15	6	0	10	-7	-12	1	-15	12	-4	-9
CCOC(=O)CNC(=O)N1CCCC(N(C)CCc2ccccc2)C1 (stereo not drawn)	-1	12	4	10	4	-9	-4	-8	16	11	1
COc1ccc(Cl)cc1S(=O)(=O)n1ccnc1	-4	11	-3	-13	-16	6	2	-16	9	9	7
Cc1ccc(NC(=O)c2ccc(S(=O)(=O)N3CCC(C)CC3)cc2)cc1	-7	26	-2	7	21	4	13	-21	26	7	8
CC(=O)Nc1ccc2nc(-c3ccco3)[nH]c2c1	11	-39	-1	12	-19	-14	-6	-6	-56	3	-28
O=S1(=O)CCOCCCN1Cc1ccccc1	3	0	-4	-27	-3	11	-4	5	10	2	4
CCCCn1c(N)c(NCc2ccccc2)c(=O)[nH]c1=O	7	-5	-1	-12	-23	13	2	6	15	14	3
Cc1ccc(-n2nc(C)c3c2OC(N)=C(C#N)C3c2ccc(C)o2)cc1 (stereo not drawn)	-26	-32	0	-22	-17	-19	15	-1	-43	2	-16
COc1cc(C2NC(=S)NC(C)=C2C(=O)OC(C)C)ccc1OC(C)C (stereo not drawn)	8	7	3	1	11	9	1	-1	24	5	8

Reprinted from the part before: three compounds; new compounds follow.
SMILES	TROY signal inh	Peg3 promoter	NR2E3 ag-1	CF NFkB inh	NR2E3 ag-2	Shn3 inh set2	KKLEB tox	C8 TRAIL sens	HIF-2a block	TWEAK Fn14 block	TRPM1 prom inh
CCCCn1c(N)c(NCc2ccccc2)c(=O)[nH]c1=O	7	-5	-1	-12	-23	13	2	6	15	14	3
Cc1ccc(-n2nc(C)c3c2OC(N)=C(C#N)C3c2ccc(C)o2)cc1 (stereo not drawn)	-26	-32	0	-22	-17	-19	15	-1	-43	2	-16
COc1cc(C2NC(=S)NC(C)=C2C(=O)OC(C)C)ccc1OC(C)C (stereo not drawn)	8	7	3	1	11	9	1	-1	24	5	8
Cc1ccc(NS(=O)(=O)c2ccc(C(=O)NCC3CCCO3)cc2)cc1 (stereo not drawn)	5	21	1	16	-21	13	-10	-7	14	3	3
CC(=O)Nc1ccc(NC(=O)CSc2nnc(C3CC3)n2C)cc1	-3	8	-3	-3	1	-1	0	-10	-11	-7	1
O=C(N/N=C/c1cc(Br)cs1)c1ccc2c(c1)OCCO2	-47	-245	-2	3	-171	-120	-16	69*	-267	10	.
Cc1cc(C)c(NC(=O)CS(=O)CC(=O)Nc2ccc(-n3cnnn3)c(C)c2)c(C)c1 (stereo not drawn)	-1	9	2	-6	-4	5	5	16	15	-73	.
CCCCn1c(N)c(N(CCC(C)C)C(=O)CSc2nc3ccccc3s2)c(=O)[nH]c1=O	5	6	.	-6	-5	5	-8	5	15	-2	.
Cc1cc(C(=O)N/N=C2\CCCC(C)C2)n[nH]1 (stereo not drawn)	-8	-4	2	15	-8	15	-6	-6	12	-3	5
COc1cc(OC)cc(C(=O)NC2CCN(Cc3nnnn3Cc3cccs3)CC2)c1	-6	4	1	0	1	0	7	-34	4	-11	7
CCOC(=O)[C@]12CCC=C1N(Cc1ccco1)C(=O)[C@H](CC(=O)N1CCCC1)C2	1	.	.	.	0	.	.	-22	4	-3	.
Cc1ccc(-n2ncc3c(=O)n(CC(=O)N(C)C)cnc32)cc1	-17	2	2	1	-18	17	-2	4	0	1	-11
Cc1ccc(C(=O)CSc2nnc(COc3ccc(C#N)cc3)n2-c2ccccc2)cc1	-6	12	0	-2	-11	16	-4	19	5	0	5
CCCS(=O)(=O)N1CCCC(C(=O)N2CCN(c3ccccc3)CC2)C1 (stereo not drawn)	-4	14	7	-11	-14	0	5	-22	9	27	-4

High-throughput results (PubChem BioAssay)
